Screening data as filed in PubChem.
KLK5 inh: inhibitors of human kallikrein 5; Q9Y337; recombinant hK5, fluorogenic AMC substrate cleavage; inhibition, % at 5 µM; 210,000 compounds, 0.59% hits;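 active = inhibition of 40% or more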;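 also: 0% = enzyme controls without compound and 100% = no-enzyme blanks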
14-3-3 Bad inh: disrupts binding of bovine 14-3-3 zeta to phospho-Bad peptide. P63103. inhibition, % at 21.7 µM. TR-FRET 14-3-3zeta/Dy647-pBad peptide displacement, 1 h. 220,000 compounds, 0.71% hits;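 active = inhibition above about 70%, limit read from the data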;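 also: 0% = full 14-3-3 plus peptide FRET controls and 100% = background without 14-3-3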
Rad51 HR inh: Rad51 (human) homologous recombination inhibition; Q06609; hRad51 DNA strand exchange, fluorescence dequenching; inhibition, % at 10 µM; 200,000 compounds, 0.085% hits; AID 1385;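 active = inhibition above 40% at the single screening dose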;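 also: 0% = DMSO control wells and 100% = blanks with heterologous ssDNA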
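Assay system: Human Rad51 nucleoprotein filaments preassembled on unlabelled ssDNA | Reagent: Donor/quencher-labelled 47-bp dsDNA substrate | Doses: One concentration, 10 µM final | Times: 37 °C 15-min filament assembly, 30-min compound preincubation, 15-min exchange | Technique: Fluorescein emission 520 nm, excitation 485 nm | Benchmarks: Plate control and blank wells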
p47phox inh: blocks human p47phox regulatory protein of NADPH oxidases; p47phox/p22phox peptide binding, fluorescence polarization, 2 h; inhibition, % at 24.7 µM; 220,000 compounds, 0.53% hits;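 also: 0% = p47phox with labelled peptide and 100% = labelled peptide alone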
Cl transport mod: modulates chloride dependent transport by human KCC2. KCC2 cells, thallium flux FluoZin-2 fluorescence. B-score of Tl+ flux slope (higher = more flux/activation; lower = inhibition) at 10 µM. 190,000 compounds, 2.2% hits. AID 1456;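 active = thallium flux slope and its plate-corrected score both differing from the plate sample mean at a set confidence after two filtering rounds, in either direction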;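 also: slope of fluorescence scaled to starting intensity during 10 to 20 s after thallium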
EBV gp42 inh: EBV gp42 inhibition. Fluorescence polarization binding assay, mP read-out. inhibition, % (tested at 21.74 µM). 220,000 compounds, 0.42% hits; in the data active = inhibition above about 50%
Furin inhibitor: inhibitors of human furin | 220,000 compounds, 0.061% hits | purified furin, fluorogenic substrate cleavage | inhibition, % at 30 µM | P09958; in the data active = inhibition above about 25%; also: inactives centre near -15
Thrombin inh: thrombin (human) inhibition; P00734; alpha-thrombin, Boc-VPR-AMC fluorogenic substrate cleavage; inhibition, % at 5 µM; 220,000 compounds, 0.26% hits; AID 1046;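 active = inhibition at or above 40%; inactive = inhibition below 40%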;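 also: 0% = enzyme with no compound and 100% = wells without enzyme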
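Material: Human alpha-thrombin protein | Buffer or medium: pH 7.5 Tris-saline with Tween 20 | Reagent: Boc-VPR-AMC substrate, 15 µM final | Schedule: Reaction at ambient temperature | Detection: AMC fluorescence at 355 nm excitation and 460 nm emission | Evaluation: Percent inhibition scaled between no-compound controls and no-enzyme blanks | Controls: no-compound enzyme wells and no-enzyme blanks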
eIF4E-4G inh: eIF4E/eIF4G interaction inhibition in translation initiation. P63073+Q04637. TR-FRET eIF4E-eIF4GI(517-606) binding, 2 h. inhibition, % at 21.7 µM. 220,000 compounds, 0.37% hits;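 also: 0% = full FRET control wells and 100% = background wells lacking eIF4GI fragment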
Target sequence (P63073 whole entry, looked up, the tested form may be a part): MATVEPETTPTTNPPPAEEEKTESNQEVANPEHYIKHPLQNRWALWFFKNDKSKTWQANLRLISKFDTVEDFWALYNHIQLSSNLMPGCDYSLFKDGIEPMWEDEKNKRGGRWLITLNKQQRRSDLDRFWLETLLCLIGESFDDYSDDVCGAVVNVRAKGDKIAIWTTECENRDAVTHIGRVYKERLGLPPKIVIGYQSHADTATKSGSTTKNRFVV
Target sequence (Q04637 whole entry, looked up, the tested form may be a part): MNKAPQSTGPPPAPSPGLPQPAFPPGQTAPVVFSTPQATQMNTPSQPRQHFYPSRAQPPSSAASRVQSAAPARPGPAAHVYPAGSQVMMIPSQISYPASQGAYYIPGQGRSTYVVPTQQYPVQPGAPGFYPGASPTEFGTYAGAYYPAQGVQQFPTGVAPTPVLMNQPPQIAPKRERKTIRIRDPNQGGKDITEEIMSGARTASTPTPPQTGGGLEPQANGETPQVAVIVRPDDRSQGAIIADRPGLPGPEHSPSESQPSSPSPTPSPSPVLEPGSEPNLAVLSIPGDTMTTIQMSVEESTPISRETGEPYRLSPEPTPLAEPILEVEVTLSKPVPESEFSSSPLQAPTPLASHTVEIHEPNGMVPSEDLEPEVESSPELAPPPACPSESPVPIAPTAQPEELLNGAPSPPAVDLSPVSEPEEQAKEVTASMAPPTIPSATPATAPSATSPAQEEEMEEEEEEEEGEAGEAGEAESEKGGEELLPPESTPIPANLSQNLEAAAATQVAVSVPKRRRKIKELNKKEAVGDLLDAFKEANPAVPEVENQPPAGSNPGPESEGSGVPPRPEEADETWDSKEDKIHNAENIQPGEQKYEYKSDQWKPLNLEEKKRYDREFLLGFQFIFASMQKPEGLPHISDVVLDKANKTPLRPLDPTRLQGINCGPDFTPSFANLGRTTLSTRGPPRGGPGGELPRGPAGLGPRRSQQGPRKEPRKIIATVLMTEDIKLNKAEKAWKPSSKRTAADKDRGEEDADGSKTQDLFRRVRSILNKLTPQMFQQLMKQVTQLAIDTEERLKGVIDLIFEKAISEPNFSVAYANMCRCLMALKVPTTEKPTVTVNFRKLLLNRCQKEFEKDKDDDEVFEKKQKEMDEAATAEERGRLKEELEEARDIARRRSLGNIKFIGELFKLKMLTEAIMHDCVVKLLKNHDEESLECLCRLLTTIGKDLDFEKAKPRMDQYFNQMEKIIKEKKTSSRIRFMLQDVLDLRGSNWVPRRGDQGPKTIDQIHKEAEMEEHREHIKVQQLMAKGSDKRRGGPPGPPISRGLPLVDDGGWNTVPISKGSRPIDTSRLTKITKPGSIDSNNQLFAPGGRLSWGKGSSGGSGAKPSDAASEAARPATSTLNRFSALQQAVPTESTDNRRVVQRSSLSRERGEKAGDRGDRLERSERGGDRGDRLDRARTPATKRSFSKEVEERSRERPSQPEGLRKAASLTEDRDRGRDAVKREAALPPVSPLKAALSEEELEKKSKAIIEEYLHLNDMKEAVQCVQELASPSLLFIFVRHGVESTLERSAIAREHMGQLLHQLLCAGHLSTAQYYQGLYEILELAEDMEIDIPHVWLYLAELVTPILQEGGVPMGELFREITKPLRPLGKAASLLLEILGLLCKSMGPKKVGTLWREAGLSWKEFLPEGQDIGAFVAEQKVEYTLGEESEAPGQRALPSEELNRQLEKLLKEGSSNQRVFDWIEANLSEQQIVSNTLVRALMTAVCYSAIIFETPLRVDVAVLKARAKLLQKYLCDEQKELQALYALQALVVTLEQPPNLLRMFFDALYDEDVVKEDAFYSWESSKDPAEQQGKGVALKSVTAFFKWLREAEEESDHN
An asterisk follows results filed as active; / = not tested or not shown; [ ] = dose if it differs, or a comment.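 The calls were made as follows, unless noted: active = inhibition above about 30% (limit read from the data); inactive = the rest.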

SMILES	KLK5 inh	14-3-3 Bad inh	Rad51 HR inh	p47phox inh	Cl transport mod	EBV gp42 inh	Furin inhibitor	Thrombin inh	eIF4E-4G inh
Cc1cc(C)c2nc3sc(C(=O)N4CCOCC4)c(N)c3cc2c1	0	17	-147	-14	-1.4	0	-14	-3	0
Cc1noc(C)c1COc1ccc(C(=O)NCCc2ccccn2)cc1	-11	-14	31	-4	0.79	2	-9	-20	0
CNC(=O)CSc1nnc(C2CC2)n1-c1ccccc1	0	-8	-2	-1	0.016	1	-18	0	-1
Nn1c(=O)c2ccccc2n2c(SCc3ccccc3)nnc12	-30	-6[fluorescence artefact?]	8	-1	-2.8	-16	11[20 µM]	-1	-5[fluorescence artefact?]
O=C(OCc1nnc(-c2ccccc2)o1)c1cc(S(=O)(=O)N2CCOCC2)c(Cl)cc1Cl	-1	-2	0	-11	/	-4	-23	-2	0
O=c1cc(CNCCCO)c2ccccc2[nH]1	-17	-14	1	-11	0.38	-7	-13	-11	-7
COC(=O)C1C(c2ccccc2)NC(=O)NC1(O)C(F)(F)Cl (centres undefined)	-2	-18	26	-111	0.47	-10	-29	-2	-1
O=C(Nc1ccccc1)NC1CCN(Cc2ccccc2)CC1	-6	-3	2	-5	0.19	0	-14	-4	-3
CCCn1c(CN2CCN(C)CC2)nc2ccccc21	-1	3	-5	-8	/	8	-12[20 µM]	-6	0
COC(=O)CN(c1cc(C(F)(F)F)ccc1Cl)S(C)(=O)=O	20	-6	-4	-8	/	-13	-23	15	0

Next part; the last 5 above are carried over.
SMILES	KLK5 inh	14-3-3 Bad inh	Rad51 HR inh	p47phox inh	Cl transport mod	EBV gp42 inh	Furin inhibitor	Thrombin inh	eIF4E-4G inh
O=c1cc(CNCCCO)c2ccccc2[nH]1	-17	-14	1	-11	0.38	-7	-13	-11	-7
COC(=O)C1C(c2ccccc2)NC(=O)NC1(O)C(F)(F)Cl (centres undefined)	-2	-18	26	-111	0.47	-10	-29	-2	-1
O=C(Nc1ccccc1)NC1CCN(Cc2ccccc2)CC1	-6	-3	2	-5	0.19	0	-14	-4	-3
CCCn1c(CN2CCN(C)CC2)nc2ccccc21	-1	3	-5	-8	/	8	-12[20 µM]	-6	0
COC(=O)CN(c1cc(C(F)(F)F)ccc1Cl)S(C)(=O)=O	20	-6	-4	-8	/	-13	-23	15	0
COc1ccc(-c2nnc(NC(=O)C3=COCCO3)o2)cc1	-17	-3	6	-3	1.8	6	-6	-12	-7
O=P(O)(O)COc1ccccc1P(=O)(c1ccccc1)c1ccccc1	2	41[fluorescence artefact?]	7	5	/	-24	-17	3	0[fluorescence artefact?]
CCSc1nnc(NC(=O)Cc2cccc(OC)c2)s1	-19	3[fluorescence artefact?]	1	3	/	-8	-4[20 µM]	-14	9[fluorescence artefact?]
O=C(N1CCCC1)C12CC3CCC(CC(C3)C1)C2	2	-6	4	0	-0.63	-10	-19	-5	-2
Cc1ccc(-c2csc(N/N=C/C=C/c3ccccc3)n2)cc1	-10	-5	3	-3	1.5	-15	-13[20 µM]	3	1
CCCn1nnc(NCc2ccc(OCc3cccs3)c(OC)c2)n1	3	-5	-2	-14	-2.9*	5	-20[20 µM]	1	-1
O=C(Nc1nc2ccc(F)cc2s1)c1cccs1	-6	-10	0	-11	-0.12	-6	-31	0	-4
CC1=NN(C(=O)c2ccc(Cn3nc(C)c(Br)c3C)cc2)C(O)(C(F)(F)F)C1 (centres undefined)	-28	18	-27	20	0.18	-6	-17	-3	8[fluorescence artefact?]
Cc1ccnc(NS(=O)(=O)c2ccc(NC(=O)C3CC=CCC3C(=O)O)cc2)n1 (centres undefined)	-17	-2	-2	-8	0.3	7	-13	1	3
CCC(Oc1ccccc1)C(=O)Nc1ccccc1OC (centres undefined)	17	7	3	-3	-3	4	-16[20 µM]	2	-4
O=C(NCc1cccnc1)c1nn2cccnc2c1Cl	/	-6	/	1	0.92	6	-20	-3	-3
COc1ccc(-n2c(/C=C(\C)O)nc(=O)c3c(C)cc(C)nc32)cc1	-5	-5[fluorescence artefact?]	-5	-10	/	-13	-16[20 µM]	6	3[fluorescence artefact?]
O=C(NCCc1ccc2c(c1)OCCO2)c1cc2ccccc2o1	1	-1	-3	-2	-0.75	-26	-24	4	2
CCNC(=S)NNC(=O)c1ccc2ncccc2c1	5	-24	6	-6	/	0	-25	-1	-3
O=C(CN1CCN(c2ccccc2)CC1)NC(=O)NCc1ccco1	-8	-5	5	-18	-0.28	-10	-17	-1	8
Cc1c(Br)c([N+](=O)[O-])nn1CC(=O)Nc1c(C)n(C)n(-c2ccccc2)c1=O	-5	10	/	-11	-0.74	1	4	0	4
Cc1nc2ccccc2nc1N1CCOCC1	-4	-3	10	-3	-0.39	2	-6[20 µM]	0	-11
Cc1ccccc1Nc1nc2nonc2nc1N1CCOCC1	-3	-9	/	-16	0.83	4	2	2	3
NC(=O)C1CCN(c2cc(Cl)nc(N)n2)CC1	-1	-11	-1	3	/	-16	-26	-2	5
COc1ccc(-c2[nH]n(-c3ccc([N+](=O)[O-])cc3)c(=O)c2C=NCc2ccccc2)cc1	-7	3	-8	-25	0.64	-45	-26	4	-1
O=C(CN(C(=O)CCC(=O)Nc1nccs1)c1ccc(F)c(Cl)c1)NCc1ccco1	19	6	-7	0	-1.3	-4	-1	-4	-6
Cc1c(Br)ccc(NC(=O)CCN2C(=O)C3C4CCC(C4)C3C2=O)c1C (centres undefined)	0	-5	-4	-10	-0.59	-7	-13	-5	-4
CC(=O)Nc1ccc(S(=O)(=O)NC2=NCN(CCOC(=O)c3ccccc3)CN2)cc1	-9	-12[fluorescence artefact?]	-2	-11	-0.19	-16	-12	-3	2
O=C(NC1CC1)c1ccc(COc2ccc(F)cc2)o1	-11	-11	3	-12	-3.2	-2	-21	-4	2
OCCCN=C1CCCc2c1[nH]c1ccc(Cl)cc21	0	10	16	-5	0.31	-11	-10	-5	3
CC(C)Sc1nnc(Cn2c(=O)sc3ccccc32)n1-c1ccccc1	-3	7	1	-3	0.79	-22	-4	2	1
Cc1nn(Cc2c(F)c(F)c(F)c(F)c2F)c(C)c1NC(=O)c1ccc(COc2ccc(Cl)cc2Cl)o1	-11	-5[fluorescence artefact?]	/	-6	-0.18	13	-19	-3	2
COc1ccccc1NC(=O)Cc1noc(CSc2nnc(C)s2)n1	23	6[fluorescence artefact?]	2	-6	/	-8	-21	-3	6[fluorescence artefact?]
Nc1ccc(C(=O)N2CCCC2)cc1CS(=O)(=O)c1ccc(Cl)cc1	1	-16	-6	-5	/	-12	-22	-2	-1
Nc1ncnc(Nc2cccc(C(F)(F)F)c2)n1	-9	-9	-1	-9	-0.48	0	-15[20 µM]	2	12
COc1cc(C(=O)NCc2nnc(SCC(=O)N3CCCc4ccccc43)o2)cc(OC)c1OC	-8	-6	1	0	-0.77	1	-16	-10	-2
CCCOc1ccc(C(=O)NC(=S)Nc2nc3ccc(C)cc3s2)cc1	-24	2	11	-9	1.6	-12	-22[20 µM]	3	-7
COCCNC(=O)C(c1cccs1)N(Cc1ccccc1)C(=O)Cn1nnc2ccccc21 (centres undefined)	1	-12[fluorescence artefact?]	25	-11	-0.29	-2	-15[20 µM]	10	-12[fluorescence artefact?]
N#CC1=C(N)Oc2nc(-c3ccccc3)[nH]c2C1c1cccnc1 (centres undefined)	-5	7	-7	6	0.043	-11	-4	-5	1
CCN1CCN(CC(=O)Nc2c(C(=O)OC)[nH]c3cccc(Cl)c23)CC1	-21	-8[fluorescence artefact?]	3	-11	/	-18	-22	-11	2
COCCNc1oc(/C=C/c2ccccc2)nc1C#N	-32	1	1	-3	-0.71	-8	-422	0	2
Cc1ccc(C(=O)CN2CCC(NC(=O)C3CCCCC3)CC2)cc1	-13	7	-2	-25	/	-12	-21	2	-8
CCN(C(=O)CCC(=O)N(CC)c1ccccc1)c1ccccc1	-10	2[fluorescence artefact?]	/	1	0.36	-6	-12	-8	8
COc1ccc(C2CC(C(F)(F)F)n3nc(CO)c(Cl)c3N2)cc1OC (centres undefined)	-14	8	8	-11	/	-31	-5	1	2
CC(C)(C)OC(=O)NCCC(=O)N/N=C/c1ccc2ncccc2c1	-4	0	15	-2	1.3	-7	-13	-1	3
O=C(Cc1ccc(Cl)cc1)Nc1cc(S(=O)(=O)N2CCOCC2)ccc1N1CCCC1	-16	-16	10	-28	/	-18	-23	1	5
CCOc1ccc(S(=O)(=O)Nc2cccc(OC)c2)cc1	-5	-6	-5	-2	0.017	-10	-11[20 µM]	1	-8[fluorescence artefact?]
CCOC(=O)N1CCC(=NNC(=O)COc2ccc(C#N)cc2)CC1	-7	-4	-6	-5	0.66	-2	-16	-13	-1
CCn1c(C(C)NC(=O)c2cccs2)n[nH]c1=S (centres undefined)	-16	-10	2	1	0.061	-3	-12	-3	-1
O=C(NCCN1C(=O)C2C3C=CC(C3)C2C1=O)N1CCCCC1 (centres undefined)	12	-2	3	-2	0.45	-4	-9	-10	0
CN(C)S(=O)(=O)N1CCN(S(=O)(=O)N(C)C)CC1	7	-7	1	-4	/	2	11[20 µM]	0	-1
COc1ccc(OC)c(C(O)c2coc3ccc(O)c(CN4CCOCC4)c23)c1 (centres undefined)	-17	-6[fluorescence artefact?]	2	-7	-0.099	-1	-3	0	0
CC(C)NCC(=O)Nc1c2c(nc3ccccc13)CCC2	-3	30	10	-16	/	-12	-14	1	31*
Cc1ccc(NC(=O)c2cccc(F)c2)cc1S(=O)(=O)N1CCCCCC1	1	-1	-8	-28	0.011	-22	-25	-3	9
Cc1cc(C(=O)OCC(=O)NCc2ccco2)c(C)n1-c1ccccc1	-6	-8	-2	-29	-1.4	-8	-14	-11	12
(listing goes on)
SMILES	KLK5 inh	14-3-3 Bad inh	Rad51 HR inh	p47phox inh	Cl transport mod	EBV gp42 inh	Furin inhibitor	Thrombin inh	eIF4E-4G inh
Cc1ccc2nc3c(cc(S(=O)(=O)c4ccccc4)c(=N)n3Cc3ccco3)c(=O)n2c1	2	5	-51	-31	1.5	20	-29	-4	16
C=C(C)COc1ccc(-c2[nH]ncc2-c2ccc(Br)cc2)c(O)c1	-10	3	/	-16	-0.42	-15	-9	-3	2
COc1ccc(C)cc1NC(=S)NC(C)c1ccc(OC)c(OC)c1 (centres undefined)	1	2	/	/	-2.4	0	-22	1	-1
Cc1cccc(NC2=CC(=O)OC(C)C2)c1 (centres undefined)	-5	81*	-6	-5	0.042	-4	-14[20 µM]	2	1
COC(=O)[C@@]1(Cc2ccc(F)cc2)[C@@H]2[C@@H](CC(=O)[C@H]2CC(=O)C(=O)N(C)C)CN1C(=O)c1ccccc1	0	-3	1	1	0.7	-15	-13	4	2
Fc1ccccc1N1CCN(Cc2cnc(Cl)s2)CC1	28	4	12	-5	-0.85	5	-5	8	3
COc1ccc(NC(=O)CN2CCC(C)CC2)c([N+](=O)[O-])c1	-16	9	3	-1	/	-15	-7[20 µM]	2	1
CC(OC(=O)C1=Cc2ccccc2OC1)C(=O)NC(C)(C)C (centres undefined)	5	-1	-8	-2	-0.11	-11	-11	-7	0
Cn1cccc1/C=N\NC(=O)c1cncc(Br)c1	1	-3	12	-18	0.0016	-24	2	-2	1
O=C(Nc1ccccc1)/C(=C/c1cccnc1)NC(=O)c1ccco1	10	2	9	-26	0.77	-17	-20	-7	-1
COc1ccc(NC(=O)Nc2ccccc2C(N)=O)cc1OC	-18	-2	-4	-20	-0.34	-23	-21[20 µM]	-1	-7[fluorescence artefact?]
O=C(Nc1ccc2snnc2c1)N1CCN(c2ccccc2)CC1	-8	-1	1	8	-2.7	-7	-26[20 µM]	-2	-2
